Dynein transport: inhibitors of GR-EGFP nuclear translocation, primary screen, dynein cargo transport inhibitor project, imaging, high-content, 3617.4 mouse cells | test concentration mostly 20 µM; stimulated with dexamethasone, 1 µM; stronger effect = lower value | z-score, hits read low | hit rate 0.47% among 220,000 | AID 1381, 2008;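 active means plate z-score of nuclear minus cytoplasmic receptor signal below a set negative limit, without overly bright fluorescence or cell loss, cut at about -3.5 in these data, passing the limit was not always enough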;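 further: z-score of nuclear minus cytoplasmic ring GR-EGFP intensity difference per well; some compounds called inactive have numbers as strong as hits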
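Schedule: 48 h induction, then 1 h compound, then 30 min agonist, 37 °C. Buffer or medium: tetracycline-free induction medium containing charcoal-stripped FBS. Reagent: 1.0 µM final dexamethasone stimulus. Evaluation: nuclear versus cytoplasmic GR-EGFP signal, averaged per well. Signal: high-content fluorescence imaging after fixation.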
MT stabilize HCS: microtubule stabilizers in HeLa cells, primary screen, imaging, high-content imaging. % tubulin-high responders, % at 10 µM. hit rate 0.83% among 200,000. HeLa tubulin immunostaining HCS, 24 h; share of cells brighter than vehicle mean+2SD;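 active means plate Z-score above 3 for both tubulin-high and condensed-nucleus cell shares, with cell loss under 80%, at 10 µM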;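 further: anti alpha tubulin signal scored within the nucleus-defined area of each cell; some results filed as inactive read as strong as hits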
bCat nuc transl: modulators of beta-catenin nuclear translocation, primary screen, imaging, HeLa cells, immunofluorescence, high-content. nuclear translocation activity, % at 5 µM. hit rate 0.3% among 190,000;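 active means nuclear translocation activity above 50% at 5 µM, with a well cell count of 50 or more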;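 further: per-cell ratio of nuclear to cytoplasmic median beta-catenin stain intensity; plate controls were DMSO negative control for no effect and GSK-3 inhibitor IX positive control for full effect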
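test system = HeLa cells, endogenous beta-catenin | dosing = single 5 µM dose plus 0.02–20 µM confirmation series | times = compound treatment 24 h, 37°C, 5% CO2 | technique = beta-catenin immunofluorescence imaging with DAPI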
M1AAP inhibition: P. falciparum M1AAP inhibitors, biochemical, fluorogenic H-Leu-NHMec substrate, 1536-well (AID 1445). Aminopeptidase N (Plasmodium falciparum (isolate 3D7)). recombinant M1AAP, H-Leu-NHMec fluorogenic kinetic assay; higher % means a stronger effect. one-dose inhibition, % at 30 µM; IC50 in µM for titrated hits. hit rate 0.42% among 220,000;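 active means primary inhibition above the hit cutoff, then over 50% inhibition at one or more dose response concentrations, cut at about 23% in these data, passing the limit was not always enough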;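 further: plate controls were DMSO full reaction for no effect and no enzyme background for full effect; strong numbers were not always called active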
P. falciparum M17LAP: P. falciparum M17LAP inhibitors, primary screen, biochemical, fluorogenic H-Leu-NHMec substrate, 1536-well (AID 1619). Leucine aminopeptidase (Plasmodium falciparum (isolate 3D7)). one-dose inhibition, % at 30 µM; IC50 in µM for titrated hits. hit rate 0.38% among 220,000. recombinant M17LAP, H-Leu-NHMec fluorogenic kinetic assay; higher % means a stronger effect;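 active means compound inhibiting the enzyme by more than half at any dose during confirmatory dose-response retesting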;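 further: plate controls were full reaction with DMSO carrier for no effect and no enzyme background for full effect; strong numbers were not always called active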
Yfh1-off respiration: enhancers of respiration in Yfh1-depleted yeast, dose response, Friedreich's ataxia, plus single-dose screen (AID 1465); S. cerevisiae Yfh1-off respiration, WST-1 reduction, 72 h; higher fold induction means a stronger effect; one-dose fold induction at 50 µM; EC50 in µM for titrated hits; hit rate 0.074% among 220,000;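 active means fold induction of absorbance versus untreated yeast above a set limit, then at least 30% activation at any dose in follow-up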;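 further: activators that raise dye reduction in frataxin-depleted yeast; strong numbers were not always called active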
Autophagy mod: autophagy modulators in MEF cells, primary screen, imaging, high-content, MEF GFP-LC3. MEF GFP-LC3 puncta imaging; test concentration mostly 10 µM. calls only at 10 µM (by protocol). hit rate 0.98% among 190,000;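 active means percentage of spot-positive cells more than 3 SD above its plate mean, without a fluorescence outlier flag or 80% toxicity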;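 further: spot-positive cell cutoff set from DMSO-treated cells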
WT yeast gro inh: growth inhibition of WT strain, primary screen, mitochondrial fusion inhibitor project, WT and mutant strains, chemical genetic; mitochondrial fusion phenotypic screen; inhibition, % at 10 µM; hit rate 2.1% among 190,000; AID 1362, 2008; in the data active means inhibition above about 58%; tested in S. cerevisiae
T cell modulator: modulators of CD8 T cell-vesicle binding, primary screen, mouse 2C CD8+ T cells, flow cytometry. 2C CD8+ T cell-vesicle binding; stronger effect = lower value. calls only at 7 µM. hit rate 0.068% among 330,000. AID 2052, 2009;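 active means response, share of CD8 T cells binding vesicles, and their 90th percentile fluorescence all below set limits, cut at about 80% in these data, passing the limit was not always enough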
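Material: 2C TCR transgenic mouse naive CD8+ T cells, MACS-purified. Also added: QL9-charged Drosophila Ld/ICAM-1/B7-1 vesicles. Timing: binding 1.5 h at 37 °C. Measured by: high-throughput flow cytometry with anti-B7-1 and anti-CD8 staining. Read-out: percent CD8+ FL2 mean versus row control. Controls: Unloaded micro-vesicles (low), QL9 vesicles with 0.7% DMSO (high).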
WT yeast gro inh mutant strain: second read-out of WT yeast gro inh, no call of its own (marks repeat the call); inhibition, %; mitochondrial fusion phenotypic screen, mutant strain inhibition
Dynein transport cytoplasmic EGFP: second read-out of Dynein transport, no call of its own (marks repeat the call); z-score; measured here: cytoplasmic GR-EGFP intensity; stronger effect = higher value
Dynein transport nuclear GR-EGFP: also measured in Dynein transport; calls as there; z-score; measured here: nuclear GR-EGFP intensity;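 lower value marks the stronger effect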
Dynein transport cell count: also measured in Dynein transport; calls as there; z-score; measured here: cell count per field
bCat nuc transl cell count 5 µM: recorded beside bCat nuc transl, whose call it bears; cell count; measured here: cell count, cytotoxicity flag
T cell modulator vesicle-bound %: recorded beside T cell modulator, whose call it bears; double positive events, %; measured here: CD8+ vesicle-bound cell fraction;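 binding gate set so that unloaded-vesicle control wells show 10% double positive cells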
MT stabilize HCS Hoechst-high %: also measured in MT stabilize HCS; calls as there; % Hoechst-high responders; measured here: nuclear condensation Hoechst responders;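 share of cells brighter than vehicle mean plus two SD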
MT stabilize HCS cytotoxicity %: second read-out of MT stabilize HCS, no call of its own (marks repeat the call); toxicity, %; measured here: cytotoxicity by cell density;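 0% = mean cell density of plate MIN control wells and 100% = no cells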
Autophagy mod cell loss 18 h: further read-out of Autophagy mod, marked with its call; toxicity, %; measured here: cell loss, nuclei count;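 cell loss after 18 h compound exposure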
* = called active by the depositor; i = inactive; x = not tested or not shown; + = active, no number.

The opening five compounds as a preview:
SMILES | Dynein transport | Dynein transport cytoplasmic EGFP | Dynein transport nuclear GR-EGFP | Dynein transport cell count | MT stabilize HCS | MT stabilize HCS Hoechst-high % | MT stabilize HCS cytotoxicity % | bCat nuc transl | bCat nuc transl cell count 5 µM | M1AAP inhibition | P. falciparum M17LAP | Yfh1-off respiration | Autophagy mod | Autophagy mod cell loss 18 h | WT yeast gro inh | WT yeast gro inh mutant strain | T cell modulator | T cell modulator vesicle-bound %
CCOC(=O)c1cnc(Nc2nc3ccccc3o2)nc1CSC(=S)N(CC)CC | -0.63 | -0.1 | -0.23 | -0.82 | 4.9 | 2.1 | 1.0 | -1.9 | 1136 | 1% | 9% | i | i | -13 | 32 | 8 | i | 48
CCOC(=O)/C(N=Nc1c(C)n(C)n(-c2ccccc2)c1=O)=C(/O)c1ccccc1 | 2.4 | 0.02 | 0.61 | -2.1 | 4.5 | 1.4 | 9.7 | 0.1 | 1098 | 4% | 6% | i | i | -3 | -27 | -3 | i | 58
COc1ccccc1N1CCN(S(=O)(=O)c2cn(C)c(=O)n(C)c2=O)CC1 | -0.13 | -0.22 | -0.05 | -0.11 | 5.7 | 2.9 | 6.3 | 1.9 | 961 | -2% | -4% | i | i | -5 | -6 | 4 | i | 30
O=S(=O)(NCCOc1ccccc1)c1ccc2ccccc2c1 | -0.65 | 0.24 | -0.075 | 0.48 | 1.7 | 2.1 | 5.3 | -2.7 | 1173 | -2% | -2% | i | i | 27 | -3 | 1 | i | 33
CCC(C)(C)NC(=O)C(c1ccc(C)cc1)N(CCN1CCOCC1)C(=O)CNC(=O)c1cccs1 (stereo unspecified) | -0.85 | -0.23 | -0.35 | 0.71 | 2.4 | 2.6 | 1.7 | 0.2 | 1537 | 3% | -12% | i | i | -3 | -2 | 4 | i | 60

This part in full (from the top)
SMILES | Dynein transport | Dynein transport cytoplasmic EGFP | Dynein transport nuclear GR-EGFP | Dynein transport cell count | MT stabilize HCS | MT stabilize HCS Hoechst-high % | MT stabilize HCS cytotoxicity % | bCat nuc transl | bCat nuc transl cell count 5 µM | M1AAP inhibition | P. falciparum M17LAP | Yfh1-off respiration | Autophagy mod | Autophagy mod cell loss 18 h | WT yeast gro inh | WT yeast gro inh mutant strain | T cell modulator | T cell modulator vesicle-bound %
CCOC(=O)c1cnc(Nc2nc3ccccc3o2)nc1CSC(=S)N(CC)CC | -0.63 | -0.1 | -0.23 | -0.82 | 4.9 | 2.1 | 1.0 | -1.9 | 1136 | 1% | 9% | i | i | -13 | 32 | 8 | i | 48
CCOC(=O)/C(N=Nc1c(C)n(C)n(-c2ccccc2)c1=O)=C(/O)c1ccccc1 | 2.4 | 0.02 | 0.61 | -2.1 | 4.5 | 1.4 | 9.7 | 0.1 | 1098 | 4% | 6% | i | i | -3 | -27 | -3 | i | 58
COc1ccccc1N1CCN(S(=O)(=O)c2cn(C)c(=O)n(C)c2=O)CC1 | -0.13 | -0.22 | -0.05 | -0.11 | 5.7 | 2.9 | 6.3 | 1.9 | 961 | -2% | -4% | i | i | -5 | -6 | 4 | i | 30
O=S(=O)(NCCOc1ccccc1)c1ccc2ccccc2c1 | -0.65 | 0.24 | -0.075 | 0.48 | 1.7 | 2.1 | 5.3 | -2.7 | 1173 | -2% | -2% | i | i | 27 | -3 | 1 | i | 33
CCC(C)(C)NC(=O)C(c1ccc(C)cc1)N(CCN1CCOCC1)C(=O)CNC(=O)c1cccs1 (stereo unspecified) | -0.85 | -0.23 | -0.35 | 0.71 | 2.4 | 2.6 | 1.7 | 0.2 | 1537 | 3% | -12% | i | i | -3 | -2 | 4 | i | 60
COc1ccccc1N=C(C)C1=C(O)COC1=O | -0.068 | 0.18 | -0.085 | 0.29 | 1.6 | 0.6 | 10 | -12 | 1014 | 17% | -4% | i | i | -6 | x | x | i | 36
CCCCC(CC)CNC(=O)CC1Nc2c3ccccc3nc(=S)n2C1=O (stereo unspecified) | -0.017 | -0.26 | 0.093 | 0.23 | 4.4 | 2.6 | 2.2 | -0.9 | 1125 | -4% | -2% | i | i | 11 | 0 | 3 | i | 23
Cc1cc(Nc2ccc(F)cc2)nc(N)n1 | -0.039 | -0.2 | 0.67 | -0.036 | 2.3 | 1.7 | 9.7 | 0.6 | 1343 | 14% | 8% | i | i | -25 | 3 | 0 | i | 25
O=[N+]([O-])c1ccc(F)cc1OCc1nc(-c2cccs2)no1 | 0.11 | -0.17 | 0.033 | -0.28 | 2.3 | 2.8 | 6.3 | 1.2 | 1106 | -2% | 6% | i | i | 28 | -6 | 21 | x | x
NS(=O)(=O)c1cccc(NC(=O)COC(=O)/C(=C/c2cccs2)c2cccs2)c1 | 0.29 | -0.24 | 0.46 | -0.47 | 2.4 | 2.0 | 5.8 | 0.8 | 1056 | 1% | -9% | i | i | -5 | -12 | 10 | i | 18
CC12CN(C(=O)c3ccc([N+](=O)[O-])cc3)CC(C)(CN(C(=O)c3ccc([N+](=O)[O-])cc3)C1)C2=O | 0.82 | -0.22 | 0.37 | -1.1 | x | x | x | -2.4 | 1041 | -2% | -8% | i | x | x | x | x | i | 37
N#Cc1cc2cc3c(cc2nc1SCC(=O)OC1CCCCC1)OCO3 | -0.59 | -0.17 | -0.43 | 0.77 | 1.7 | 1.2 | 7.5 | -1.1 | 992 | 3% | 2% | i | i | -10 | -4 | -5 | i | 57
CC(C)C(=O)NC(=S)Nc1nnn(C)n1 | 1.2 | -0.17 | 0.74 | -0.49 | 2.3 | 2.4 | 11 | -1.8 | 959 | -5% | 6% | i | i | -3 | -2 | 1 | i | 26
Cc1nn(CC(=O)Nc2sc3c(c2C#N)CCC(C(C)(C)C)C3)c(C)c1[N+](=O)[O-] (stereo unspecified) | 0.14 | -0.23 | 0.62 | -0.092 | 6.6 | 2.2 | 1.2 | x | x | -4% | 10% | i | i | 0 | 58 | 13 | i | 20
COc1ccccc1N/C=C/c1onc(C)c1[N+](=O)[O-] | -0.017 | 0.065 | -0.043 | -0.19 | 2.4 | 2.4 | 1.3 | 5.4 | 1192 | 3% | 3% | i | + | -1.0* | 8 | 29 | i | 52
COc1cc(C2C(C#N)=C(C)NC3=C2C(=O)CC(C)(C)C3)ccc1O (stereo unspecified) | 0.022 | -0.23 | 0.38 | 0.11 | 4.5 | 0.8 | 55 | 0.5 | 1023 | 12% | 11% | i | i | -1 | -22 | 2 | i | 58
CCOC(=O)CSc1nc2ccc(S(=O)(=O)N3CCOCC3)cc2[nH]1 | -0.6 | -0.39 | -0.17 | 0.73 | 0.9 | 1.4 | 1.7 | -2.0 | 1085 | 13% | -1% | i | i | -15 | -10 | -3 | i | 62
COc1ccc(-c2[nH]nc3c2C(c2ccoc2)C(C#N)=C(N)O3)cc1 (stereo unspecified) | 0.19 | -0.25 | -0.028 | 0.81 | 5.4 | 2.3 | 5.0 | x | x | 9% | 28% | i | i | -3 | -22 | 7 | i | 32
O=C(Nc1ccccc1)O/N=C1\CCCCC1c1ccc([N+](=O)[O-])cc1[N+](=O)[O-] (stereo unspecified) | 0.62 | -0.23 | -0.44 | 0.11 | 1.8 | 1.4 | 5.1 | x | x | 5% | -20% | i | i | 20 | 14 | 7 | i | 48
Cc1ccc(S(=O)(=O)N(C)CC(=O)NCc2ccncc2)cc1 | -0.42 | -0.06 | 0.19 | -0.37 | 0.9 | 0.9 | 2.9 | -0.5 | 1032 | -7% | -4% | i | i | -5 | 8 | 7 | i | 26
CN(CC(=O)NCc1ccccn1)S(=O)(=O)c1ccc(F)cc1 | 0.85 | -0.14 | 0.63 | -1.3 | 3.0 | 1.6 | 3.2 | 1.8 | 967 | -3% | -3% | i | i | 16 | 0 | 16 | i | 44
S=C(NCc1ccncc1)Nc1ccc(Cl)cc1 | -0.46 | -0.22 | -0.084 | 1.1 | 2.7 | 1.4 | 8.6 | 3.6 | 539 | 2% | 21% | i | i | -4 | -6 | -2 | i | 30
COc1ccc(-n2nc(C(=O)NCC(=O)Nc3cccc(C)n3)c3ccccc3c2=O)cc1 | -0.5 | -0.17 | -0.12 | 0.88 | 1.6 | 1.3 | 2.1 | 0.4 | 1123 | 11% | 8% | i | i | -7 | 6 | -1 | i | 20
COc1ccc(CN2C(=O)c3ccccc3C(/C=N\OCc3ccc(C)cc3)C2=O)cc1 (stereo unspecified) | -0.6 | 0.059 | -0.35 | 0.039 | 5.0 | 1.7 | 3.0 | x | x | 3% | -15% | i | i | 3 | -12 | 25 | i | 34
Cc1cc(C(=O)N/N=C/c2ccc([N+](=O)[O-])cc2)c(C)o1 | -0.068 | -0.23 | 0.21 | -0.65 | 2.2 | 1.8 | 6.3 | -0.3 | 1467 | 10% | 18% | i | i | -10 | 1 | -12 | i | 43

Screens: PubChem, several laboratories

Not a hit list. Share with any hit: about 4.4%.
